Chronic BCR inh: inhibitors of chronic active B-cell receptor signaling. ABC-DLBCL IkBa-CBG/CBR reporter, luminescence ratio, 4 h. Potency, µM (series often up to 46.1 µM), inactives show at the top dose ratio change, negative = lower green/red ratio, usual class: inhibitors. hit rate 0.05% among 340,000. AID 493014; active means well fitted inhibition curve with a large enough effect in the signal ratio, with a control signal flat, not every such curve was filed as active; inconclusive means small, poorly fitted or top-dose-only effect, or effect the other way, or a change in a side signal; the % refers to the signal ratio;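 further: potency means the concentration at half of the fitted maximal effect; plate controls were basal doxycycline-induced cells for no effect and cells given 10 µM MG132 for full effect; MG132 reads +100%, hits lower the ratio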
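Concentration-response series (up to 46 uM) were applied to TMD8 dual-reporter cells for 4 h at 37C with doxycycline. Green/red ratio, after filter-overlap correction, defined %Activity; red signal alone was normalised to basal cells and zero luminescence.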
PTAP TSG101 blk: blocks PTAP/TSG101 interaction to inhibit HIV-1 budding; Fluorescence polarization, FITC-PTAP peptide / Tsg101 binding; Potency, µM (series often up to 115 µM), without a hit: at the top dose activity change, negative = inhibition, actives largely listed as inhibitors; 340,000 tested, under 10 active; AID 493005; active means well fitted inhibition curve with a large enough effect in the main read-out, with a control signal flat, not every such curve was filed as active; inconclusive means small, poorly fitted or top-dose-only effect, or effect the other way, or a change in a side signal; inactive means no such curve, though single readings can be large or run the other way; further: potency means the concentration at half of the fitted maximal effect; % of control where 0% means no effect
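Steps: Tsg101 binding domain dispensed (10 uM final), compounds pinned in DMSO, FITC-labeled PTAP-motif peptide added (50 nM final); after 20 min binding at room temperature, polarization measured.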
Giardia kill: Giardia lamblia killing; Giardia lamblia trophozoite viability; hit rate 0.15% among 340,000; activity change, % at 7.66 µM, hits read low; AID 540267; in the data active means activity change below about -80%; inconclusive means between about -30% and that limit;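 further: parasites exposed to compound for two days anaerobically before the ATP read; on the % scale 0 is the no-effect control and ±100 the full control effect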
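Compounds were tested on trophozoites seeded at 100 cells/well and held 48 hrs at 37 deg C anaerobically. An ATP-based luminescent kit measured the remaining live cells.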
PKM2 activator: activators of human pyruvate kinase M2; purified PKM2, Kinase-Glo ATP luminescence, activation; response scale: 0% is enzyme alone, no compound; hit rate 0.34% among 260,000; Potency, µM (top dose mostly 57.5 µM), for inactives: at the top dose activation, usual class: activators; P14618; further: potency means the concentration at half of the fitted maximal effect; on the % scale 0 is the no-effect control and ±100 the full control effect; nearly all actives have a fitted effect of over 55% in size
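Kinase-Glo luminescence reports ATP generated from ADP (0.1 mM) and PEP (0.5 mM) by purified hPK-M2 after 1 h at room temperature, pH 7.2 imidazole buffer; intermediate enzyme activity allows detecting inhibitors and activators.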
Integrin act MD: integrin-mediated muscular dystrophy alleviation activation; Potency, µM (doses to about 38.3 µM), for the others: at the top dose activation, usual class: activators; hit rate 0.064% among 350,000; alpha7betagal myoblasts, beta-gal FDG fluorescence, 48 h; AID 624291;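 further: potency means the concentration at half of the fitted maximal effect; 100% = response of the positive control SU9516; nearly all actives have a fitted effect of over 60% in size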
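Alpha7betagal+/- myoblasts (passage 13) were plated 16-24 hr, then exposed to compounds (1:260 dilution of DMSO stock) for 48 hours at 37C. After MPER lysis, β-galactosidase reporter activity was read as FDG fluorescence (ex 480/em 540) after 30 minutes.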
Tb PFK block: blocks T. brucei phosphofructokinase. T. brucei PFK, ADP-Glo luminescence. hit rate 0.17% among 330,000. Potency, µM (highest dose often 57.5 µM), for the others: at the highest dose activity, negative = inhibition, most hits filed as inhibitors. O15648;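 further: potency means the concentration at half of the fitted maximal effect; 0% = uninhibited 1x PFK enzyme wells and -100% = no-enzyme wells; nearly all actives have a fitted effect of over 60% in size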
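Compounds were pin-transferred as a titration series up to 57 uM into substrate buffer (0.5 mM F6P, 0.1 mM ATP, pH 8.0), then 1.25 nM PFK was added and reactions ran 45 min before ADP-Glo detection.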
GALK inh: blocks human galactokinase activity; P51570; Purified GALK, Kinase-Glo residual ATP luminescence; Potency, µM (doses to about 57.5 µM), inactives show at the highest dose activity change, negative = inhibition, usual class: inhibitors; hit rate 0.007% among 270,000; further: potency means the concentration at half of the fitted maximal effect; on the % scale 0 is the no-effect control and ±100 the full control effect
Target sequence (P51570 whole entry, looked up): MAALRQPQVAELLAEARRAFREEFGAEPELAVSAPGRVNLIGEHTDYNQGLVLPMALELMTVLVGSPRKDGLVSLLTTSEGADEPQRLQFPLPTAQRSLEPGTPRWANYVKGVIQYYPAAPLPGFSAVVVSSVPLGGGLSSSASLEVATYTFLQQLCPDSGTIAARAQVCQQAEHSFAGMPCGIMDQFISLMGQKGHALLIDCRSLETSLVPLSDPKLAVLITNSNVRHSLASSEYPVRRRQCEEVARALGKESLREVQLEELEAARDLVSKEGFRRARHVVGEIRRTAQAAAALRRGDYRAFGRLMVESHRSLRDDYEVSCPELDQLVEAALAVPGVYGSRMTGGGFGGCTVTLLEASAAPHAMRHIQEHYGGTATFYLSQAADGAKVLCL
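Quantitative HTS: GALK 5 nM, ATP 35 uM, galactose 100 uM, 1 h room temperature, then luciferase-based ATP detection.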
B2AR arrestin: beta2AR (human) beta-arrestin recruitment activity; beta-arrestin recruitment to beta2AR, cell-based reporter; hit rate 0.02% among 330,000; AID 492947; Potency, µM (titrated, usually from 46.1 µM), without a hit: at the highest dose activation, actives largely listed as activators; P07550;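 further: potency means the concentration at half of the fitted maximal effect; 0% = DMSO controls and full agonism = EC100 isoproterenol or metaproterenol; nearly all actives have a fitted effect of over 65% in size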
Target sequence (P07550 whole entry, looked up): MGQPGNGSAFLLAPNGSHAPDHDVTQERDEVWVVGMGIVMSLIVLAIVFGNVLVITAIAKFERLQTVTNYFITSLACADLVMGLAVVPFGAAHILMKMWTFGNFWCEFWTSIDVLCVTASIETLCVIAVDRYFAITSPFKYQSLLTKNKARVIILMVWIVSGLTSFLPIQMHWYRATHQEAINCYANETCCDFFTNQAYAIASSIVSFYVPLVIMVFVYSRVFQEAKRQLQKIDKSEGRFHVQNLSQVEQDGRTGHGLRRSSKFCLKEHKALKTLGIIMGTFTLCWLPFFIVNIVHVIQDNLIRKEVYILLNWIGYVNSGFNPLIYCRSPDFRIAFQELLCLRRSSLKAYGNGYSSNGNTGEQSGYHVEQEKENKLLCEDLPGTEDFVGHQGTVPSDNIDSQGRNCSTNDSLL
Coupling enz: coupling enzyme interference in Giardia aldolase counter-screen; coupling enzyme system counterscreen, AmpLite Red fluorescence; activity change, negative = inhibition, % at 58.2 µM, hits read low; hit rate 0.67% among 290,000; AID 2472; in the data active means activity change below about -30%; further: on the % scale 0 is the no-effect control and ±100 the full control effect
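First, compound is pin-transferred into glyceraldehyde-3-phosphate coupling-enzyme reagent at 57.5 uM final and held 10 min at RT. Next, substrate, coupling system and AmpLite Red are added. After 20 min RT, fluorescence (525/598 nm) is read.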
Menin-MLL TR inh: displaces Texas Red mutant MLL peptide from human menin; O00255; Menin + Texas Red MLL mutant peptide, fluorescence polarization; Potency, µM (highest dose often 61.6 µM), inactives show at the highest dose FP activity change, negative = inhibition, usual class: inhibitors; hit rate 0.23% among 270,000; active means well fitted inhibition curve with a large enough effect in the polarisation, with a control signal flat, not every such curve was filed as active; inconclusive means small, poorly fitted or top-dose-only effect, or effect the other way, or a change in a side signal; inactive means no such curve, though single readings can be large or run the other way; the % refers to the polarisation; further: potency means the concentration at half of the fitted maximal effect; % of control where 0% means no effect; many of its hits are not listed in these tables
S-ASM inh: inhibitors of human secretory acid sphingomyelinase. placental ASM, HMU-PC fluorogenic substrate, 60 min. Potency, µM (titrated, usually from 57.5 µM), for inactives: at the top dose activity change, negative = inhibition, hits mostly inhibitors. hit rate 0.006% among 340,000; further: potency means the concentration at half of the fitted maximal effect
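Fluorogenic HMU-PC substrate (9 uM final) is turned over by placental ASM in 60 min at 37 C after a 10 min compound preincubation. Reaction ended by alkaline stop (pH 10), with fluorescence read at 386/447 nm.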
The depositor's hits bear a star; ? = inconclusive; · = no result given; & = joins results of further samples; [ ] = remark or other dose. Unless noted, the call rests on the fitted dose curve; in most records, active means well fitted curve in the direction sought with a large enough effect; inconclusive means small, poorly fitted or top-dose-only effect, or another doubt; inactive means no such curve, though single readings can be large; an effect the other way counts as inactive or inconclusive. Only part of the results is shown; count on the stated rates, not on these rows.

Sequence of screens: S-ASM inh	B2AR arrestin	Coupling enz	Integrin act MD	Giardia kill	GALK inh	PKM2 activator	Chronic BCR inh	Tb PFK block	PTAP TSG101 blk	Menin-MLL TR inh
CCCn1c(SCC(=O)Nc2ccc(NC(=O)CC)cc2)nc2c1c(=O)n(C)c(=O)n2C
    27%	0.1%	6	20%	-1	13%	6%	5%	0%	-3%	-16%
CCCn1nnnc1SCC(=O)NCc1ccccc1
    1%	-0.8%	-1	9%	-10	3%	3%	1%	0%	0%	-2%
O=C(NC1=NCCS1)C1CC(=O)N(c2ccc(Cl)cc2)C1 (stereo not given)
    3%	0.0%	-1	-14%	10	-1%	13%	1%	-2%	-2%	28%
c1ccc(-c2ccccc2OCCn2cncn2)cc1
    5%	-0.6%	-4	1%	12	1%	4%	2%	3%	-9%	1%
O=C(NN1C(=O)c2ccccc2C1=O)C1CC2CCC1C2 (stereo not given)
    2%	-0.4%	0	14%	-1	2%	-12%	1%	4%	-4%	-1%
CC(C)C(=O)Nc1cccc(NC(=O)c2ccc(Cl)cc2Cl)c1
    -3%	-1.6%	0	27%	5	0%	3%	-1%	-3%	-4%	23%
O=C1CC(SCCO)C(=O)N1c1ccccc1 (stereo not given)
    10%	-0.4%	-2	10%	-1	-2%	-2%	-14%	-4%	-6%	0%
CC(=O)Nc1ccc(Cc2ccncc2)cc1
    1%	-0.2%	5	-3%	-2	2%	-12%	-1%	-2%	-1%	3%
Cc1cccc(CNC(=O)C2CCC(=O)N(Cc3ccccc3F)C2)n1 (stereo not given)
    3%	0.2%	4	8%	-11	7%	-7%	0%	-4%	0%	-4%
COCCN(C(=O)c1ccc(OC2CCN(S(=O)(=O)N(C)C)CC2)cc1)C(C)C
    -1%	0.1%	0	-33%	-8	-5%	1%	-6%	1%	-6%	-5%
COc1ccc(Cn2nnnc2C(C(C)C)N(Cc2ccco2)Cc2cccs2)cc1 (stereo not given)
    -6%	-0.1%	-3	-8%	14	-3%	0%	1%	2%	-2%	2%
O=C(Cc1ccc(F)cc1)N[C@@H]1c2ccccc2CC[C@H]1OCc1ccccc1
    2%	0.0%	·	-36%	-14	·	·	0%	-2%	1%	·
O=C(CNS(=O)(=O)/C=C/c1ccccc1)OCC(=O)N1CCC(Cc2ccccc2)CC1
    -22%	-0.1%	12	9%	-4	1%	-2%	-17%	-6%	1%	-1%
COc1ccc(/C=C/C(=O)NC(=S)NNC(=O)c2ccco2)cc1
    -3%	-0.2%	2	-36%[inhibitor]	4	-1%	-2%	-4%	14%	-4%	-1%
CCOC(=O)CCn1cc(F)c(=O)n(Cc2ccccc2)c1=O
    5%	0.1%	4	16%[7.66 µM]	-1	0%	0%	-1%	-6%	-2%	38%[activator]
CCN(c1cccc2ccccc12)S(=O)(=O)c1ccc(Cl)nc1
    -2%	0.3%	-3	4%	13	-3%	2%	-2%	1%	-4%	·
Cc1ccc(N2C(=O)N(CC(=O)Nc3ccc(C)cc3C)C(=O)C2C)cc1 (stereo not given)
    -2%	0.5%	-1	-4%	7	9%	-12%	0%	-2%	-1%	4%
CCC(C)NC(=O)c1cccc(OCc2c(C)noc2C)c1 (stereo not given)
    6%	-0.4%	1	17%	-8	0%	3%	0%	0%	0%	8%
CC(=O)C1=C(C)N(CC2CC2)C(=O)N[C@H]1c1cccs1
    6%	-2.0%	1&4	7%	5	·	-6%	0%	-4%	0%	-8%&-13%
CCOc1ccc(N(C)S(=O)(=O)c2ccc(C)c(C(=O)NCc3cccs3)c2)cc1
    -9%	-0.3%	·	-34%	-5	·	·	-1%	-7%	-9%	·

Continued:
Sequence of screens: S-ASM inh	B2AR arrestin	Coupling enz	Integrin act MD	Giardia kill	GALK inh	PKM2 activator	Chronic BCR inh	Tb PFK block	PTAP TSG101 blk	Menin-MLL TR inh
NC(c1ccccc1)c1ccncc1 (stereo not given)
    -1%	0.1%	0	0%	23	-3%	-4%	0%	-6%	-2%	0%
O=C(CC(SCCO)c1ccc([N+](=O)[O-])cc1)c1ccco1 (stereo not given)
    -8%	0.0%	1	-86%[inhibitor]	-25	5%	-2%[0.46 µM]	1%	-3%	-1%	5%
COCC(=O)Nc1ccc2c(c1)OCO2
    5%	-0.2%	3	-8%	-20	5%	-24%	0%	-17%	-4%	15%
CCOC(=O)c1sc(NC(=S)NC(=O)CC(C)C)cc1C
    -22%	-3.0%	1	10%	4	-1%	0%	?	0%	-1%	45%[activator]
CCOc1cccc(/C=C/c2ccc3cccc(O)c3n2)c1O
    0%	-0.3%	-10	-17%	-8	3%	·	?	11%	-1%	?
CCOC(=O)c1ccc(OCCOc2ccccc2C)cc1
    -3%	0.1%	0	-10%	-8	-8%	-1%	2%	2%	2%	-29%
CCCN1CCc2[nH]c(=S)[nH]c(=O)c2C1
    2%	-1.1%	-2	4%	4	-2%	-19%	9%	-4%	0%	8%
C=CCN1C(=O)C(CC(=O)O)S/C1=N/N=C/c1ccc(N(CC)CC)cc1 (stereo not given)
    407%[activator]	0.0%	·	-24%	2	·	·	?	-5%	0%	·
CCCN(C(=O)CSCC(=O)Nc1ccc(OC)cc1)c1c(N)n(Cc2ccccc2)c(=O)[nH]c1=O
    -4%	0.2%	·	13%	14	·	·	0%	1%	-4%	·
CCC1=Nc2ccc(Br)cc2C(c2ccccc2)N1CC(=O)OC (stereo not given)
    -3%	-0.9%	0	-10%	9	0%	-3%	2%	-3%	-1%	-4%
CN(C(=O)C1CCCCC1)C1CCS(=O)(=O)C1 (stereo not given)
    -2%	-0.9%	·	-12%	49[activator]	·	·	-6%	7%	-4%	·
Cc1nn(C)c(Nc2ccc(Br)cc2)c1Br
    -2%	0.1%	-1	-39%	-13	0%	-2%	1%	-3%	1%	24%
CCCCCCOc1ccc(C(CC(=O)NC)C(=O)O)cc1 (stereo not given)
    0%	-0.1%	1	?	-18	6%	0%	?	-1%	-7%	16%
CC1CCN(S(=O)(=O)c2ccc(C(=O)Nc3nnc(C4=COCCO4)o3)cc2)CC1
    3%	3.0%	·	-6%	12	6%	1%	-1%	4%	-4%	·
CCN(CC)c1ccc2cc(S(=O)(=O)c3ccc(Cl)cc3)c(=O)oc2c1
    ·	-1.0%	2	-10%	-2	·	?	0%	2%	?	-4%
Cc1cc(C(=O)NNS(=O)(=O)c2ccccc2C(F)(F)F)nn1C(C)(C)C
    1%	-0.3%	-1	9%	5	·	-4%	-8%	1%	1%	·
CCCCOC(=O)c1nc(Cl)c(Cl)c(N)c1Cl
    -1%	-0.3%	3	-4%	4	-2%	4%	?	4%	1%	2%
COc1ccccc1NC(=S)N(Cc1cccnc1)Cc1ccco1
    2%	0.1%	-3	6%	-11	-2%	-1%	-7%	2%	2%	-4%
CC(C)=CC(=O)Nc1ccc(OCc2ccccc2)cc1
    0%	3.2%	2	16%	-7	0%	7%	-6%	2%	-1%	-7%
COc1ccc(S(=O)(=O)NCCOc2ccccc2)cc1-n1cnnn1
    -1%	0.5%	3	13%	-6	0%	4%	14%	2%	1%	4%

The list continues:
Sequence of screens: S-ASM inh	B2AR arrestin	Coupling enz	Integrin act MD	Giardia kill	GALK inh	PKM2 activator	Chronic BCR inh	Tb PFK block	PTAP TSG101 blk	Menin-MLL TR inh
CC(OC(=O)CC1CCCCC1)C(=O)Nc1ccc(F)cc1 (stereo not given)
    1%	-1.2%	·	-27%	6	·	·	-2%	-1%	0%	·
O=C(c1cccnc1)N1C2CCC1CC(O)(c1ccc(F)cc1)C2 (stereo not given)
    5%	-0.3%	1	-4%	-7	1%	-5%	0%	-1%	-6%	-9%
Cc1ccc(C)c(NC(=O)Cn2c([N+](=O)[O-])cnc2C)c1
    4%	-0.8%	1	-19%	?	2%	-1%	-1%	-3%	-3%	26%
Brc1ccc(-c2nn3c(-c4ccco4)nnc3s2)o1
    14%	-0.3%	4	-14%	-5	0%	5%	0%	-25%	-6%	-15%
Cn1cccc1C1C(C#N)=C(N)OC2=C1C(=O)CCC2 (stereo not given)
    2%	0.0%	-34*	-7%	-4	-2%	-8%	-1%	-9%	-2%	·
Cn1c(N)c(C(=O)COC(=O)c2cccc(S(=O)(=O)N3CCCCC3)c2)c(=O)n(C)c1=O
    -2%	-0.5%	-4	1%	-3	-4%	0%	0%	1%	-2%	2%
O=C1OCC2=C1C(c1ccc(F)cc1)c1cc3c(cc1N2)OCCO3 (stereo not given)
    34%	-0.3%	2	-40%	-3	6%	-8%	?	-1%	-1%	3%
CCN(C(=O)CSc1nc(-c2ccccc2)cn1N)c1c(N)n(Cc2ccccc2)c(=O)[nH]c1=O
    10%	0.5%	·	-3%	-1	·	·	-4%	-6%	2%	·
